# Assay outcomes from PubChem BioAssay.
# Xi reactivation: X-chromosome reactivation activator | XiGFP mouse fibroblasts, % GFP-positive cells imaging, 3 d; cells co-treated with 5-aza-dC sensitizer; scaled so ellipticine positive control = 100% | actives 0.055% (n = 360,000) | AID 743238 | activation, % at 7.58 µM;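 active = mean normalized replicate activation at least 10% and every replicate at or above 10%; inconclusive = only one of the two criteria met; inactive = mean below 10% and not all replicates reach 10%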;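 also: 0% = median of on-plate neutral control wells and 100% = ellipticine 6 µM median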
#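 System: XiGFP fibroblasts, SV40-immortalized. Medium: DMEM plus 5-aza-dC sensitizer. Doses: single point. Timing: 3 d treatment, 15 min room-temperature fixation. Control set: ellipticine 6 µM.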
# CFTR F508del cor: correctors of CFTR F508del function in bronchial epithelial cells. CFBE cells, YFP halide quenching; stimulated with forskolin plus potentiator P3; % fluorescence drop versus neutral controls. activity (quench increase), % at 7.58 µM. actives 0.36% (n = 350,000). AID 720511;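 active = mean added fluorescence quench of at least 8% versus neutral control, with both replicates also reaching 8%; inconclusive = only one of the mean or replicate conditions met; inactive = mean below 8% and not both replicates reaching 8%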;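 also: cells transiently co-express mutant CFTR-F508del with the halide-sensitive YFP; corrector assay measuring rescue of mutant channel to the surface after 24 h compound exposure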
# ARNT-TACC3 inh: disruptors of human ARNT/TACC3 interaction | inhibition, % at 9.99 µM | AlphaScreen His-ARNT PAS-B/GST-TACC3 binding, luminescence; TACC3 fragment carries E629A point mutation | actives 0.66% (n = 390,000) | AID 623870 | Q9Y6A5;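 active = mean inhibition of replicates at least 50% and at least half of replicates each reaching 50%; inconclusive = half or more replicates reach 50% but mean below 50%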;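 also: 0% = complete ARNT plus TACC3 wells and 100% = ARNT alone without TACC3; many hits fall short of the cut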
# esBAF inh: blocks esBAF chromatin remodeling in mouse ES cells; reporter increase, % at 12.5 µM; actives 2% (n = 350,000); Bmi1-luciferase knock-in reporter, 24 h; 100% = twice the neutral-well signal; in the data active = activation above about 40%; inconclusive = no clear call, values can overlap the other calls;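 also: 0% = median of the plate's neutral control wells and 100% = double that signal; a rise in the Bmi1 reporter signal indicates esBAF inhibition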
# RAD54 inh: blocks human RAD54 Holliday junction branch migration; FAM/BHQ fluorescence; inhibition, % at 10.4 µM; actives 0.14% (n = 360,000); AID 602329;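 active = mean normalized replicate activity at least 40 and at least half of replicates scoring 40 or more; inconclusive = only one of the two criteria met; inactive = mean below 40 and under half of replicates reaching 40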;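 also: 0% = median of neutral control wells and 100% = median of positive control wells; inhibitors cause a drop in the FAM fluorescence signal; in these data hits start at about 50%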
# ERAP1 HTS inh: inhibitors of human ERAP1 aminopeptidase; recombinant ERAP1, Leu-AMC fluorescence, 60 min; inhibition, % at 10.7 µM; actives 0.15% (n = 340,000); AID 652197;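 active = mean replicate inhibition of at least 30%, or all replicates individually reaching that 30% level; inactive = mean below 30% and not every replicate reaching it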;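 also: 0% = neutral control wells and 100% = L-leucinethiol positive control wells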
# Target sequence (Q9NZ08 whole entry, looked up): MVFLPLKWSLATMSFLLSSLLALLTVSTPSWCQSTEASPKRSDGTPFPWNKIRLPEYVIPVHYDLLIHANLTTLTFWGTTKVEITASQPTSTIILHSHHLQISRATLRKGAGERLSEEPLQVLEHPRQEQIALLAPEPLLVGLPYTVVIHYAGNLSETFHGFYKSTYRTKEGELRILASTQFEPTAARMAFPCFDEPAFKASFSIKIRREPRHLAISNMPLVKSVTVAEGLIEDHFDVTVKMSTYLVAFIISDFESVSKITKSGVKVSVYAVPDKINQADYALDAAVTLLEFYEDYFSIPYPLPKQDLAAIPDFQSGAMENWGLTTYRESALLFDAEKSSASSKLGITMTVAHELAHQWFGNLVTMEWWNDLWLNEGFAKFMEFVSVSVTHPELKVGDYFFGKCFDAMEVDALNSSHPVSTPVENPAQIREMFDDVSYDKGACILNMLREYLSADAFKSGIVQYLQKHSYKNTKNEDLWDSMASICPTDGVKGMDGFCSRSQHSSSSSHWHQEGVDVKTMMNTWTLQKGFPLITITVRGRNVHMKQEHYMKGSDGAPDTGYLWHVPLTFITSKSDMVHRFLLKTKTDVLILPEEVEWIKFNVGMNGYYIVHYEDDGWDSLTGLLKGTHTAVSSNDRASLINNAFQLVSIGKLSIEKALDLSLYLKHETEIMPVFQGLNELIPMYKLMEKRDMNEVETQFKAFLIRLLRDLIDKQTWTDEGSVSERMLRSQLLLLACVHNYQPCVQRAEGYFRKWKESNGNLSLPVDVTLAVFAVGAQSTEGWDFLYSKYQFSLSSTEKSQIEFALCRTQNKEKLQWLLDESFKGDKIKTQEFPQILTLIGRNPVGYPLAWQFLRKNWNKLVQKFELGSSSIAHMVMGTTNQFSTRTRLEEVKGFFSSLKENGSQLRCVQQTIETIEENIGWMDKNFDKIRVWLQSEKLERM
# RAD52 anneal inh: RAD52 (human) annealing inhibition. inhibition, % at 18.7 µM. AID 651710. actives 0.46% (n = 360,000). recombinant RAD52 DNA annealing, FRET fluorescence. P43351;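 active = every replicate showing at least 50% inhibition; inconclusive = mean inhibition at least 50% but not in every replicate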
# GSIS activator: primary screen for activators of insulin secretion dependent on glucose, INS-1E cells, GLuc reporter luminescence | AID 743287 | actives 0.61% (n = 370,000) | INS-1E GLuc reporter insulin secretion, 2-3 h | activation, % at 16.6 µM;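 active = lowest replicate activation of at least 40%, so every replicate reaches that level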;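 also: 0% = median of neutral control wells and 100% = median of IBMX positive control wells; some compounds called inactive have numbers as strong as hits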
# * hit, by the source's call; ? = inconclusive; nt = no result given.
SMILES,esBAF inh,RAD52 anneal inh,Xi reactivation,CFTR F508del cor,RAD54 inh,GSIS activator,ERAP1 HTS inh,ARNT-TACC3 inh
O=C(CN1C(=O)NC2(CCCC2)C1=O)N1CCN(S(=O)(=O)c2ccc(Cl)c(C(F)(F)F)c2)CC1,4,-10,0.3,-1.2,-5,-14,4,-3
COCCNC(=O)C[C@@H]1C=C[C@@H](NC(=O)NC2CCCCC2)[C@@H](CO)O1,5,2,-0.3,-2.3,-7,5,0,2
C[C@@H]1CN([C@H](C)CO)C(=O)c2c(c3ccccc3n2C)-c2ccccc2CO[C@@H]1CN(C)Cc1ccc(C(F)(F)F)cc1,nt,5,0.3,-0.8,nt,-16,nt,nt
Cc1noc(C)c1S(=O)(=O)Nc1ccc2c(c1)C(=O)N([C@@H](C)CO)C[C@@H](C)[C@@H](CN(C)CC1CC1)OCCCC[C@@H](C)O2,nt,31,0.3,-2.3,nt,20,0,nt
CSC(=Nc1ccc(Cl)cc1)N[n+]1ccccc1,nt,nt,0.1,nt,6,34,nt,-5
O=C(O)C(=Cc1ccnc2ccccc12)C(=O)O,nt,-17,0.2,2.2,-7,-15,0,nt
CN(C)c1ncnc2c1ncn2[C@H]1CN(Cc2ccncc2)C[C@@H](CO)O1,4,-18,0.0,-1.3,-4,7,2,nt
COCC#Cc1ccc2c(c1)O[C@H](CN(C)Cc1ccncc1)[C@H](C)CN([C@H](C)CO)S2(=O)=O,5,-11,-0.7,-1.3,-1,12,-5,1
CN1CCNC(=O)C1CC(=O)NCCC1=CCCCC1 (stereo not given),nt,-12,0.1,1.6,nt,-16,-4,nt
Cc1ccc(NC(=O)CSc2nc3ccccc3c(=O)n2CCCC(=O)NCCCN2CCOCC2)cc1C,nt,4,0.3,-2.3,nt,-15,-2,-1
COc1ccc(NC(=O)CC23CC4CC(C2)CC(n2nnc(C)n2)(C4)C3)cc1,-4,-15,-0.1,0.9,nt,15,-5,1
COC(=O)c1cc(NC(=O)COC(=O)CCc2nc3ccccc3c(=O)[nH]2)cc(C(=O)OC)c1,-3,-12,0.2,2.5,7,24,-3,15
Cc1cc2nc(-c3ccccc3)c(Cc3ccccc3)n2c(C)c1Br,17,9,0.0,0.5,-2,-17,-8,nt
C[C@H]1CCCCO[C@H](CN(C)C(=O)Nc2ccc(F)cc2)[C@@H](C)CN([C@@H](C)CO)C(=O)c2cc(NC(=O)c3ccncc3)ccc2O1,0,8,-0.2,-0.6,7,14,-2,12
CCc1cccc(NC(=O)C2CCCN(c3cnccn3)C2)c1 (stereo not given),-5,-6,0.0,-0.6,4,11,-1,-5

# Carrying on.
SMILES,esBAF inh,RAD52 anneal inh,Xi reactivation,CFTR F508del cor,RAD54 inh,GSIS activator,ERAP1 HTS inh,ARNT-TACC3 inh
O=C1CC(SCCc2nc3ccccc3[nH]2)C(=O)N1c1ccc(F)cc1 (stereo not given),-8,nt,nt,nt,0,-7,nt,-1
CN(C)c1nc(N)nc2c1ncn2C1OC(CO)CC1O (stereo not given),-6,-19,0.0,1.8,-3,32,3,nt
Cc1ccc(NC(=S)N2CCCC(c3ccccc3)=N2)cc1,-8,1,0.0,-4.6,nt,nt,1,5
N/C(=N\OC(=O)c1ccccc1Cl)c1ccncc1,nt,3,0.1,0.4,nt,2,4,11
Cc1ccccc1C(=O)Nc1nnc(S(=O)(=O)N(C)Cc2ccco2)s1,19,-12,0.3,0.2,2,-4,1,-1
CC(NC(=O)CS(=O)(=O)c1ccccc1)c1ccccc1 (stereo not given),nt,-31,0.1,-1.1,4,0,1,-2
CCCS(=O)(=O)N1CCCC(C(=O)NCc2cccnc2)C1 (stereo not given),-1,-14,nt,nt,3,18,3,-5
COc1ccccc1NC(=O)N[C@H]1CC[C@H](CC(=O)N2CCC(Cc3ccccc3)CC2)O[C@@H]1CO,5,3,0.6,-0.9,-2,-26,0,-5
COc1ccc2c3c([nH]c2c1)[C@@H](CO)N(C(=O)c1cccnc1)CC31CCN(Cc2ccccc2)CC1,nt,25,0.6,5.6,nt,-20,3,nt
O=C(NC1CCCC1)c1ccc(CSCc2ccccc2F)o1,24,nt,nt,nt,-6,-13,nt,4
CC(C)NC(=O)N(C)C[C@H]1Oc2ccc(NC(=O)c3ccncc3)cc2CC(=O)N([C@H](C)CO)C[C@@H]1C,3,6,-1.1,3.2,2,17,-2,-1
COc1ccc2nc(COC(=O)c3cccc([N+](=O)[O-])c3)c(C(C)=O)[n+]([O-])c2c1,nt,-22,0.0,0.4,nt,nt,nt,-11
CCOC1=C2[C@@H](CN(S(=O)(=O)c3ccc(C)cc3)[C@H]2c2ccccc2F)[C@H]2C(=O)NC(=O)[C@H]2C1,-4,-11,0.2,0.7,2,10,20,nt
Nc1nc(Cl)c(C=O)c(N2CCCCC2)n1,-1,-7,-0.2,5.1,-4,25,1,6
CC1(C)OC(=O)C2=C(CC(CCc3ccccc3)OC2c2cccc(C(F)(F)F)c2)O1 (stereo not given),nt,-15,0.2,0.0,nt,-33,-2,nt

# Remaining list, next part
SMILES,esBAF inh,RAD52 anneal inh,Xi reactivation,CFTR F508del cor,RAD54 inh,GSIS activator,ERAP1 HTS inh,ARNT-TACC3 inh
Cc1ccc(NC(=O)CNc2cccc(Br)c2)cc1S(=O)(=O)N1CCOCC1,7,-21,0.0,-2.1,3,-48,-3,2
Cc1cccc(C)c1OCc1cc(C(=O)N2CCC(C3CCCCC3)C2)no1 (stereo not given),56*,-6,0.0,1.5,6,-5,3,-4
O=C(/C=C/c1ccc(OCCCF)cc1)Nc1ccnc(-c2cccnc2)n1,-5,-492,0.0,-4.2,-6,-5,-3,-11
Cn1cc(CC(=O)NCCCN2CCCC2=O)c2ccccc21,1,-10,0.1,2.2,-2,nt,4,-11
O=C(c1ccco1)N1CCN(c2ncccn2)CC1,0,-3,0.0,0.8,2,0,2,-1
CC(=O)N1[C@H](CO)[C@@H](c2ccccc2)C12CN(Cc1cc(F)ccc1F)C2,nt,-15,-0.1,1.4,nt,-3,-3,nt
COc1ccc(-c2ccc([C@@H]3[C@@H](CO)N4C(=O)CN(C(=O)NC(C)C)C[C@@H]34)cc2)cc1,nt,1,0.0,0.3,nt,5,nt,nt
C[C@H](CO)N1C[C@H](C)[C@H](CN(C)S(=O)(=O)c2ccc(F)cc2)Oc2c(NC(=O)CCCCCC(=O)Nc3ccccc3N)cccc2C1=O,nt,-8,-0.5,-2.0,nt,-1,-1,nt
CCCCN(C)Cc1c(C)[nH]c2ccccc2c1=O,nt,-9,0.4,-1.8,nt,1,0,-3
CC1=Nc2cc(C(=O)O)ccc2Sc2ccc(Br)cc21,-3,-23,0.1,-3.0,2,12,-1,6
CC(C)c1cc(C(N)=O)c(NC(=O)C2CCC2)s1,nt,-2,nt,-1.1,nt,17,0,-9
Cc1cc(C(=O)Nc2cccc3c2O[C@@H](CN(C)Cc2ccc4c(c2)OCO4)[C@H](C)CN([C@H](C)CO)C3=O)n(C)n1,3,5,0.0,1.5,4,13,0,-6
CCCCCCCC(=O)Nc1cc(C(=O)NCCC)ccc1N1CCC2(CC1)CC(c1ccccc1)=NO2,-11,-11,0.1,0.8,2,nt,-1,-4
O=C(NCc1ccc(C(F)(F)F)cc1)c1cccc2c(-c3cccnc3)coc12,19,-15,0.0,-1.7,5,-12,-2,nt
O=C(NCc1ccc2c(c1)OCO2)c1ccc(S(=O)(=O)C(F)F)cc1,-4,0,0.2,-2.4,nt,10,nt,-4

# Carrying on.
SMILES,esBAF inh,RAD52 anneal inh,Xi reactivation,CFTR F508del cor,RAD54 inh,GSIS activator,ERAP1 HTS inh,ARNT-TACC3 inh
O=C(Nc1ccc(F)cc1Cl)C1=COCCO1,15,-6,0.2,0.9,nt,30,1,8
CCN1C(=O)/C(=C/c2cccs2)S/C1=N\S(=O)(=O)c1ccc(C)cc1,nt,-34,-0.1,1.8,-12,4,5,-2
O=[N+]([O-])c1cccc(C=NNc2ccccc2)c1,?,-4,0.2,3.6,-2,-28,-1,7
Cn1c(=O)c2c(SC3CCCC3)nc(C3CC3)nc2n(C)c1=O,-3,-1,-0.1,2.7,2,4,9,-5
O=C(Cc1ccccn1)NCC[C@@H]1CC[C@@H](NS(=O)(=O)c2ccc(Cl)cc2)[C@H](CO)O1,-2,-23,0.1,1.5,-2,6,-4,-4
O=C(CSc1nnc2ccc(-c3cccnc3)nn12)Nc1cccc(F)c1,nt,-2,0.0,1.1,nt,11,-4,-5
CC(=O)N1CC2(C1)[C@H](c1ccc(-c3cccc(F)c3)cc1)[C@@H](CO)N2CC1CCCC1,nt,-41,0.2,3.7,nt,-31,-3,nt
c1ccc2c(c1)nc(N1CCCCC1)c1ccccc12,nt,-4,1.2,-0.4,nt,nt,-1,-19
Cc1ccc(CC(=O)N2CCC(c3nc4c(nnn4Cc4ccccc4)c(=O)[nH]3)CC2)cc1,-1,-24,0.3,-5.4,-1,-3,nt,6
COc1ccc(-n2nc3c(c2NC(=O)CBr)CSC3)cc1,-8,0,-0.1,1.8,-15,5,2,nt
O=C(N/N=C/c1ccccc1C(F)(F)F)c1ccc(O)cc1,nt,1,0.0,0.7,nt,nt,-2,0
C[C@@H]1CCCCO[C@H](CN(C)Cc2ccc(C(F)(F)F)cc2)[C@H](C)CN([C@H](C)CO)C(=O)c2cc(NS(=O)(=O)c3cccs3)ccc2O1,5,-14,0.1,0.1,-6,-20,1,0
CCCNC(=O)C[C@H]1CC[C@H]2[C@@H](COC[C@H](O)CN2C(=O)Nc2c(C)noc2C)O1,-1,-9,0.3,1.4,-4,1,-3,5
CCOc1ccccc1N1CC(C(=O)N(C)Cc2cccnc2)CC1=O (stereo not given),4,-8,0.6,0.6,-14,-4,1,6
O=C(C[C@H]1C=C[C@@H](NC(=O)CC2CC2)[C@@H](CO)O1)NCC(F)(F)F,-3,1,-0.1,-1.7,-5,-3,-1,nt

# (more compounds)
SMILES,esBAF inh,RAD52 anneal inh,Xi reactivation,CFTR F508del cor,RAD54 inh,GSIS activator,ERAP1 HTS inh,ARNT-TACC3 inh
CC1CCc2cc(F)ccc2N1C(=O)C12CCC(C)(C(=O)O1)C2(C)C (stereo not given),nt,-6,0.1,-2.4,nt,0,2,nt
CCCNC(=O)N[C@H]1CC[C@H](CC(=O)NC2CCC2)O[C@H]1CO,-5,-6,0.0,1.0,-5,3,0,2
Cc1ccc(-n2ncc(Cl)c2C(=O)NC2CC2)cc1,23,-2,0.0,0.6,nt,11,-1,2
Cc1ccccc1Nc1nc(N)nc(COC(=O)c2c(C)noc2C)n1,0,-7,0.1,0.7,-3,4,1,-2
O=C(NCCCN1CCOCC1)c1cc(-c2ccc(Cl)s2)nc2ccccc12,-3,-19,-0.1,-0.2,-3,-12,2,-1
CN(NC(=O)c1ccccc1F)c1ncccc1[N+](=O)[O-],-2,-11,-0.1,-0.2,-2,1,4,1
O=C(C[C@H]1CC[C@@H](NC(=O)C2CCC2)[C@H](CO)O1)NCc1ccccc1Cl,-7,2,-0.1,3.1,-9,10,0,-10
COc1ccc(CNC(=O)C[C@@H]2CC[C@H]3[C@H](COc4ccc(NC(=O)C(C)C)cc4C(=O)N3C)O2)cc1,12,-1,0.1,2.3,1,-5,1,-2
COc1cc(OC)cc(C(=O)N[C@H](C(=O)OCC(=O)Nc2ccc(C(N)=O)cc2)C(C)C)c1,nt,-15,0.0,6.0,nt,11,1,0
Cc1nc(N/N=C\c2ccc3c(c2)OCO3)sc1C,38,-8,0.2,-1.1,1,36,-4,3
NC(N)=NC(N)=Nc1ccccc1,-4,-4,0.1,-3.4,3,18,1,10
Nc1cc(C(=O)c2cccs2)ccc1Cl,8,nt,nt,nt,16,24,nt,2
